Screens deposited in PubChem BioAssay by several laboratories.
Yeast superoxide – caloric restriction mimetics inhibiting age-related superoxide in yeast | superoxide response (% of plate mean), % at 10 µM | actives 0.18% (n = 330,000) | AID 2690 | S. cerevisiae aged cells, superoxide DHE fluorescence; hits give low values;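 active means superoxide response under a set limit, about three screen SD below normal, cut at about 65% in these data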;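 further: yeast aged for seven days with compound at 30 °C before DHE staining; 100% = average MFI of all compound-treated wells on the plate with controls excluded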
proCasp3 act – activators of human procaspase-3. activation, % at 8.5 µM. AID 463141. P42574. recombinant procaspase-3 D3A, Ac-DEVD-pNA absorbance 405 nm. actives 0.11% (n = 330,000);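 active means activation above the mean of all tested compounds plus 3 SD, cut at about 21% in these data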;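 further: 0% = DMSO alone and 100% = DMSO wells spiked with extra 5 µM PC-3 D3A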
Target sequence (P42574 whole entry D9A/D28A/D175A): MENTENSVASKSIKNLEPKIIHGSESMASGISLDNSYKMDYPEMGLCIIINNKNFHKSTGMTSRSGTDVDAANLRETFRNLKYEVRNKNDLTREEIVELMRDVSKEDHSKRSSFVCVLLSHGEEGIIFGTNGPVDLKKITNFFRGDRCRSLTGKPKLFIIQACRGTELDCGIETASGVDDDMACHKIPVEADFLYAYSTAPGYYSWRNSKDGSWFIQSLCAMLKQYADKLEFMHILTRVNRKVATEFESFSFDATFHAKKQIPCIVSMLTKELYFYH
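Test system: Procaspase-3 D3A mutant; medium: Zinc-free HEPES/NaCl buffer with 0.01% Triton X-100 at pH 7.4; reagent: DEVD-pNA substrate; doses: one concentration, 8.5 µM nominal, 0.8% DMSO; times: 1 h preincubation plus 2 h reaction at 25 °C; signal: Epi-absorbance at 405 nm of released p-nitroaniline, 0 and 120 min; replicates: singlicate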
LAP4-GFP MLPCN – modulators of TOR pathway LAP4-GFP in S. cerevisiae; GFP response vs DMSO, % at 10 µM; actives 0.34% (n = 320,000); S. cerevisiae LAP4-GFP multiplex, flow cytometry GFP, 3 h; median GFP as percent of DMSO wells; AID 2023;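 active means GFP response vs DMSO above a set limit, about the screen mean plus 3 SD, cut at about 150% in these data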
proCasp7 act – activates human procaspase-7, counter-screen for procaspase-3 activators | recombinant procaspase-7, Ac-DEVD-pNA absorbance 405 nm; D23A/D198A/D206A triple mutant, cannot self-cleave; scale: DMSO 0, 5 µM enzyme 100 | P55210 | AID 463210 | actives 0.093% (n = 330,000) | activation, % at 8.5 µM;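 active means percent activation above the screen-wide mean plus 3 SD, cut at about 25% in these data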
Target sequence (P55210 whole entry D23A/D198A/D206A): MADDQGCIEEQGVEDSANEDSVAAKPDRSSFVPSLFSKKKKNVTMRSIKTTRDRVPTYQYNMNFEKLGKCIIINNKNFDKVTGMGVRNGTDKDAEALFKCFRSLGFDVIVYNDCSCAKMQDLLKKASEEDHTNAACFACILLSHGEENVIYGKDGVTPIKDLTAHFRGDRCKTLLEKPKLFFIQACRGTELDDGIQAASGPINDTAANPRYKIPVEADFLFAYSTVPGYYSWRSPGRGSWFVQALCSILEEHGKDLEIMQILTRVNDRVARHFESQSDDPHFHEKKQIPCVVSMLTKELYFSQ
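Replicates: singlicate. Assay system: Procaspase-7 triple mutant (PC-7 D3A). Signal: 405 nm absorbance of p-nitroaniline. Times: 1 h preincubation, 2 h reaction. Buffer or medium: Zinc-free HEPES pH 7.4 with 300 mM NaCl, 0.01% Triton X-100. Also added: DEVD-pNA substrate. Benchmarks: DMSO wells as 0%, DMSO with 5 µM added PC-7 as 100%.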
MEP2-GFP yeast – alters MEP2-GFP fluorescence in TOR pathway yeast screen; S. cerevisiae MEP2-GFP strain, flow cytometry GFP, 3 h; 100% = DMSO control level; GFP response vs DMSO, % at 10 µM; actives 0.51% (n = 330,000); AID 2016;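 active means GFP response versus DMSO above a set limit, roughly screen mean plus 3 SD, cut at about 180% in these data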;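 further: median GFP fluorescence of the barcode-gated MEP2-GFP cells per well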
GASC-1 inh – blocks human GASC-1 demethylase activity; Q9H3R0; GST-JMJD2C(1-420) H3K9me3 demethylation, DELFIA europium; inhibition, % at 2.35 µM; actives 0.069% (n = 330,000); AID 2099;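 active means more than half of a compound's replicate wells show inhibition beyond 50%, single wells judged on their own value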;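 further: signal counts dimethyl H3K9 product captured on neutravidin plate; 0% = median of DMSO wells and 100% = 0.3 times that DMSO median; strong numbers were not always called active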
Target sequence (Q9H3R0 1-420 limits assumed): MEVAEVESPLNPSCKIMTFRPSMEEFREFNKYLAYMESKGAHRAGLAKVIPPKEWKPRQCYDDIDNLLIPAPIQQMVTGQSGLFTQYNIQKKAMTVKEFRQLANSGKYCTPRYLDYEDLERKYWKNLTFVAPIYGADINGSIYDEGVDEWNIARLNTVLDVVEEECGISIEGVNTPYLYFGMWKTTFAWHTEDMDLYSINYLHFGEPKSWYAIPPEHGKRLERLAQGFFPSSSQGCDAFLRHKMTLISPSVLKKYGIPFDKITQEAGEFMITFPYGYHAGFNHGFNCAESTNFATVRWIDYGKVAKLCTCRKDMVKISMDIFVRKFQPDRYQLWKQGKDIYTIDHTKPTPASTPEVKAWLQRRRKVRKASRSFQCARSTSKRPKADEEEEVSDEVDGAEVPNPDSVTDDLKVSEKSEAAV
RPL19A TOR yeast – yeast TOR pathway RPL19A-GFP modulation. percent response vs DMSO, % at 10 µM. S. cerevisiae RPL19A-GFP strain, flow cytometry, 3 h; hits give low values. actives 0.3% (n = 330,000);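 active means percent response vs DMSO below 50%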;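 further: median channel GFP fluorescence of the barcoded RPL19A-GFP strain; ratio of sample median GFP to plate DMSO average so 100% = DMSO; lower means less RPL19A-GFP as with rapamycin TOR inhibition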
AHR activator – activators of human aryl hydrocarbon receptor; P35869; activation, % at 5 µM; actives 2.5% (n = 320,000); AHR-responsive luciferase reporter cells, luminescence; in the data active means activation above about 47%;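 further: 0% = vehicle wells and 100% = reference agonist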
* = called active by the depositor; x = no result given; & = joins results of further samples.

SMILES	Yeast superoxide	proCasp3 act	LAP4-GFP MLPCN	proCasp7 act	MEP2-GFP yeast	GASC-1 inh	RPL19A TOR yeast	AHR activator
O=C1NC(=O)C(CC(=O)N(Cc2cccs2)C2(C(=O)NC3CCCCC3)CCCCC2)N1 (stereo not given)	113	6	105	5	106	-5	106	1
Cc1cccnc1NC(=O)c1cccc(S(=O)(=O)N2CCN(c3ccccc3)CC2)c1	90	-1	96	-2	105	3	96	0
Cc1ccccc1NC(=O)CSCCN1C(=O)c2ccccc2C1=O	109	-3	91	2	111	2	107	2
CCNc1nc(Nc2ccc(C)c(Cl)c2)c2cnn(C)c2n1	100	8	92	1	101	5	100	54*
CCN(CC)CC(O)COc1ccccc1C(=O)CCc1ccccc1 (stereo not given)	104	2	101	12	105	-5	99	-1
COc1ccc(C2N(c3ccccc3)CCN2c2ccccc2)cc1O	95	-11	106	4	96	-14	102	25
COc1cccc(OC)c1C(=O)NC(=S)Nc1ccc(S(=O)(=O)Nc2nccs2)cc1	93	-1	108	-5	112	-17	109	-2
COCCOCC(O)CN1CCN(c2ccc(C)cc2)CC1 (stereo not given)	90	9	99	3	114	-20	99	1
O=[N+]([O-])c1nn(-c2ccc3c(c2)OCCO3)n(O)c1=Nc1ccc(Cl)cc1	99	8	148	-8	104	2	94	-5
CC(=O)N1CCc2cc(S(=O)(=O)NCCC(=O)NC3CCCCCC3)ccc21	102	11	101	11	98	-9	101	0
Cc1cccc(Cn2c(=O)n(-c3ccc(CC(=O)NCc4ccco4)cc3)c(=O)c3sccc32)c1	93	8	108	-3	100	4	98	-2
C=C(C)COc1ccc(-c2nc(N)ncc2-c2ccc(OC)c(OC)c2)c(O)c1	101	x	84	x	105	0	101	x
Cc1cc(F)ccc1S(=O)(=O)Nc1ccccc1C(=O)N1CCCC1	83	5	98	0	100	-2	101	0
CN(/N=C/c1cc(Cl)cc(Cl)c1O)c1c(Cl)cccc1[N+](=O)[O-]	96	2	109	-2	102	-1	96	11
O=C(Nc1ccccc1)c1cnc2n(c1=O)CCS2	99	9	107	11	99	8	98	54*
O=C(NCc1ccc2c(c1)OCO2)c1cnc2n(c1=O)CCS2	101	-2	97	5	96	5	102	28
COc1ccccc1OCC(O)Cn1c(=N)n(Cc2ccccc2)c2ccccc21 (stereo not given)	126	6	94	-1	100	0&-1	100	28
Cc1ccc(CC(=O)N2CCN(c3cccc(C(F)(F)F)c3)CC2)cc1	101	5	110	-1	100	1	99	0
Cc1ccc(OCC(=O)N2c3ccccc3NC(=O)C2(C)C)c([N+](=O)[O-])n1	100	-1	118	6	112	-32	99	3
Cc1c(C2(O)CCCCC2)[nH]c2cnccc12	96	3	100	17	96	-3	98	0

A second format for part of the listing above.
Results follow in this order: Yeast superoxide, proCasp3 act, LAP4-GFP MLPCN, proCasp7 act, MEP2-GFP yeast, GASC-1 inh, RPL19A TOR yeast, AHR activator
- Cc1ccc(CC(=O)N2CCN(c3cccc(C(F)(F)F)c3)CC2)cc1
 : 101, 5, 110, -1, 100, 1, 99, 0
- Cc1ccc(OCC(=O)N2c3ccccc3NC(=O)C2(C)C)c([N+](=O)[O-])n1
 : 100, -1, 118, 6, 112, -32, 99, 3

(cont.)
SMILES	Yeast superoxide	proCasp3 act	LAP4-GFP MLPCN	proCasp7 act	MEP2-GFP yeast	GASC-1 inh	RPL19A TOR yeast	AHR activator
COc1ccc(-c2csc(NC(=O)Cn3nc(C)cc3C)n2)cc1	107	4	98	-8	100	7	99	6
COc1cc(/C=N/NC(=O)c2cccc3ccccc23)cc(OC)c1O	96	x	74	x	102	5	117	x
Cc1nc2ncnn2c(Nc2ccc3c(c2)OCCO3)c1C	95	4	101	-5	89	-6	98	4
CCOc1ccc(N2C(=O)C3=C(C(c4ccc(Cl)cc4)=NCCN3)C2c2cccnc2)cc1 (stereo not given)	107	3	98	-5	93	-5	99	1
Cc1cc(C)nc(-n2ncc3c2CC(c2ccc(C(C)C)cc2)CC3=O)n1 (stereo not given)	103	-5	80	0	77	-1	83	5
CN(CCNC(=O)c1ccc(CS(=O)(=O)c2ccc(Br)cc2)o1)CCc1ccccc1	109	3	97	9	107	1	104	3
Cc1[nH]c(=O)[nH]c(=O)c1CSc1nnc([C@H](CC(C)C)NC(=O)OC(C)(C)C)o1	95	3	99	1	101	-3	96	0
CC(C)NC(=O)N(C)C[C@H]1Oc2ccc(NC(=O)Nc3ccc4c(c3)OCO4)cc2C(=O)N([C@H](C)CO)C[C@@H]1C	98	-3	88	-1	97	-12	93	2
O=C(NCCCCCCNC(=O)NCc1ccco1)NCc1ccco1	99	2	97	-4	96	1	97	0
CC(C)CC(C(=O)O)N1C(=O)C2C3CC(C2C1=O)C1C(c2ccccc2)c2sc(=O)[nH]c2SC31 (stereo not given)	94	-11	94	-7	95	12	97	1
COc1cc(/C=N/NC(=O)CCn2nnc3ccccc32)ccc1O	104	1	82	0	108	-4	108	5
O=C(COC(=O)c1n[nH]c2ccccc12)NC(=O)NC12CC3CC(CC(C3)C1)C2	97	0	100	0	104	0	99	3
COc1ccc(Cn2c(C)c(C)c(C#N)c2NC(=O)Nc2cccc(Cl)c2)cc1	106	-12	91	-27	103	-1	100	6
CC(C)(O)c1cn(-c2nonc2N)nn1	96	5	98	2	102	5	101	-4
Cn1c(COc2ccccc2)nc2ccccc21	92	2	100	-4	108	4	103	-5
COc1cc(C(=O)NCCC(=O)N2CCCCC2)cc(OC)c1OC	94	1	95	-5	103	-11	100	2
O=P(CCCO)(Cc1ccccc1)Cc1ccccc1	91	11	92	4	105	0	102	-1
c1ccc2c(c1)CCCc1cc(NCCN3CCOCC3)nnc1-2	91	9	107	-4	96	x	101	1
CCCC(=O)n1nc(-c2ccccc2)nc1SC	106	-4	98	4	106	18	103	2
CC(CCc1ccccc1)NC(=O)CN1CCc2ccccc2C1 (stereo not given)	96	1	104	4	106	8	97	0
C=CCn1c(N2CCCC2)nc2c1c(=O)n(C)c(=O)n2C	103	x	88	x	98	-9	95	x
COc1ccc(Cc2nnc(SCC(=O)Nc3ccc(N4CCOCC4)cc3)o2)cc1	102	7	98	8	106	10	106	0
COc1ccc(CCC2(C)NC(=O)N(C(C)C(=O)N3c4ccccc4CC3C)C2=O)cc1 (stereo not given)	106	4	100	-1	100	6	98	12
COc1c2ccoc2c(OC(C)=O)c2oc(C)cc(=O)c12	105	6	90	3	89	-14	91	5
O=C(Cn1ccc(C(F)(F)F)n1)Nc1ccc(S(=O)(=O)NCc2ccco2)cc1	109	0	89	0	95	-3	96	1
CCc1cc2c(=O)c(-c3nc4ccccc4n3C)coc2c(CN2CCOCC2)c1O	104	-1	88	13	103	-8	102	1
COc1ccc(S(=O)(=O)N2CCOCC2)cc1NC(=O)CCc1nc2ccccc2c(=O)[nH]1	108	-4	102	3	110	-5	103	0
COc1ccc(C(=O)C23CC4CC(C2)CC(C(=O)c2ccc(OC)cc2)(C4)C3)cc1	102	8	93	4	103	-11	103	-2
COc1ccc(Cl)cc1NC(=O)CN(C)C(=O)c1sc2ccccc2c1Cl	100	2	110	-7	94	x	97	20
O=C(NCCN1CCN(c2ccccc2)CC1)c1ccc2c(c1)[nH]c(=S)n1c3ccccc3nc21	100	2	95	1	100	-8	100	11
O=C1S/C(=C\C=C\c2ccco2)C(=O)N1c1ccccc1	101	-12	94	-7	104	7	109	-6
CN(C)CCSc1nnc2[nH]c3ccccc3c2n1	102	-6	89	1	100	14	101	12
CC1CCc2sc3c(c2C1)c(=O)n(CC(=O)O)c(=O)n3Cc1ccc(Cl)cc1 (stereo not given)	111	3	87	7	108	-8	105	7
CCN1CCN(c2cc(C)c3cc(NC(=O)Cc4ccc(OC)c(OC)c4)ccc3n2)CC1	95	8	113	2	100	-12	99	7
CCOC(=O)Cc1csc(NC(=O)c2csc(C)c2)n1	113	-6	111	2	103	0	98	0
Cc1ccc2nc(N(CCCN(C)C)C(=O)c3ccc(S(=O)(=O)N4CCOCC4)cc3)sc2c1	99	-3	99	-4	102	-16	96	-12
COc1ccc(-n2c(-c3ccccc3)cc3c2CCCC3=O)cc1	128	0	105	-8	97	-17	97	-3
CCNc1ccc(Br)cc(C(=O)/C=C/c2c(Cl)cccc2Cl)c1=O	91	0	110	-6	100	-54	96	20
CCn1c(CNc2ccccc2Cl)nnc1SCC(=O)NCc1ccccc1	91	2	101	1	104	12	98	-2
CCN1CCN(Cc2cc(=O)oc3cc4c(cc23)CCC4)CC1	92	2	110	6	106	-29	108	1
CCc1ccc(C(=O)NNC(=O)C2CCN(c3ncnc4sc(C)c(C)c34)CC2)cc1	93	4	108	7	97	9	97	2
NC(=O)N=Nc1c(O)[nH]c2c(Br)cc(Br)cc12	107	7	94	14	104	1	98	50*
COc1ccc(/C=C\C(=O)NCc2ccc3[nH]c(C)cc3c2)cc1OC	79	-7	96	15	94	2	88	5
CSc1cccc(NC(=O)CSc2nc3ccccc3o2)c1	100	8	117	0	96	-3	98	2
C=CCc1cccc(CNn2cnnc2)c1O	98	6	93	-6	111	-6	103	1
O=C(Nc1ccccc1F)c1ccc([N+](=O)[O-])s1	102	-4	113	4	108	-3	103	3
NS(=O)(=O)c1ccc(CNS(=O)(=O)c2ccc3ccccc3c2)cc1	90	4	102	4	99	4	99	-1
O=C(/C=C/c1cccc(F)c1)OCC(=O)N1CCCc2ccccc21	108	3	110	7	108	14	102	0
C=CCn1c(SCC(=O)Nc2nc3ccccc3s2)nnc1-c1ccccc1O	104	8	90	4	87	-8	91	4
CCn1c(SCC(=O)Nc2cccc(C)n2)nc2c1c(=O)n(C)c(=O)n2C	91	-2	96	7	107	-2	105	1
N#Cc1ccc(NC(=O)Cn2c3[n+](c4ccc(C(F)(F)F)cc42)CCCCC3)cc1	100	2	105	-7	101	-6	95	1
O=[N+]([O-])c1ccc(/C=C/c2ccncc2)cc1	62*	-14	96	3	111	-4	103	-1
Cc1n[nH]c(C)c1CS(=O)(=O)c1ccccc1	100	2	97	4	93	-20	96	1
Cc1c(C(=O)NCc2ccccc2)oc2c1C(=O)CCC2	84	2	95	0	92	3	92	1
COc1ccc(C(=O)Nc2ccc3ccccc3n2)cc1OC	104	7	104	-3	99	18	97	2
Fc1ccccc1OCCCCSc1ncccn1	103	3	104	4	95	-1	95	-1
CCC(C)n1nccc1NC(=O)C(C)Cl (stereo not given)	107	-2	95	8	105	7	101	0
CSCC[C@H](NC(=O)OC(C)(C)C)c1nnc(SCc2ccc(F)cc2)o1	105	7	98	6	103	-2	97	-2
Cn1c(Oc2ccccc2NCc2cc(Br)ccc2O)cc(=O)n(C)c1=O	101	3	109	2	103	-4	103	0
O=c1[nH]cccc1-c1nc2ccccc2n1Cc1ccc(Cl)cc1	103	5	88	-6	103	-28	105	1
COc1ccc(/C=C2\SC(=S)N(CCCC(=O)Nc3ccccc3C(=O)O)C2=O)cc1OC	106	0	94	2	97	3	104	-5
CCC(=O)Nc1nc(C)cc(SCC(=O)OC)n1	112	6	97	-4	97	-1	99	6
COc1ccc(CCNC(=O)COC(=O)COc2c(C)cc(C)cc2C)cc1OC	92	-10	95	3	96	-10	93	2
